yeast rad50: NCI yeast anticancer drug screen, S. cerevisiae rad50 strain. % growth inhibition at 50 µM. 79,000 compounds, 10% hits;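 note: 0% = growth of vehicle-only cultures of the same strain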
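Yeast carrying a defined DNA repair defect were exposed to test compounds, and growth was compared with vehicle-treated controls to give percent inhibition.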
mlh1 rad18: NCI yeast anticancer drug screen, S. cerevisiae mlh1 rad18 strain; growth inhibition, % at 50 µM; 79,000 compounds, 11% hits; AID 175;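 note: 0% = growth of vehicle-only cultures of the same strain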
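Inhibition values reflect reduced growth of mutant yeast versus vehicle-treated controls following compound exposure; the mutations affect DNA damage repair.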
cln2 rad14: NCI yeast anticancer drug screen, S. cerevisiae cln2 rad14 strain; 78,000 compounds, 8.3% hits; % growth inhibition at 50 µM;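 note: 0% = growth of vehicle-only cultures of the same strain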
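Each compound was tested on cln2 rad14 yeast. Inhibition of growth was calculated against vehicle-exposed controls.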
yeast mec2-1: NCI yeast anticancer drug screen, S. cerevisiae mec2-1 strain; growth inhibition, % at 50 µM; AID 157; 79,000 compounds, 9% hits;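 note: 0% = growth of vehicle-only cultures of the same strain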
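Compounds were applied to mec2-1 yeast cells. Their growth was then compared with that of vehicle-treated cultures to give growth inhibition.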
yeast sgs1 mgt1: NCI yeast anticancer drug screen, S. cerevisiae sgs1 mgt1 strain; growth inhibition, % at 50 µM; 78,000 compounds, 10% hits; AID 161;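 note: 0% = growth of vehicle-only cultures of the same strain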
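Genetically altered yeast, compound exposure, growth inhibition relative to vehicle.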
bub3: NCI yeast anticancer drug screen, S. cerevisiae bub3 mutant strain | % growth inhibition at 50 µM | 78,000 compounds, 9.9% hits | AID 167;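 note: 0% = growth of vehicle-only cultures of the same strain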
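Steps: expose the mutant yeast strain to compound; grow alongside vehicle-treated cultures; measure growth; express inhibition against the vehicle cultures.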
* marks the source's active call; other numbers are inactive results; & = joins results of further samples; ! = repeats disagree. Cut-off read from the data, not from the text of the source: active = growth inhibition above about 70%; inactive = the rest.

SMILES	yeast rad50	mlh1 rad18	cln2 rad14	yeast mec2-1	yeast sgs1 mgt1	bub3
Cn1cc(C2(c3cn(C)c4ccccc34)C=C(O)C=CC2=O)c2ccccc21	64	54	-2	11	19	5
N#CC1=C(N2CCCC2)NC(=O)CC1=O	0	1	36	-4	-1	7
Cc1cc(=O)c2c(O)cc3c(c2o1)CC=C(COC1OC(COC2OC(CO)C(O)C(O)C2O)C(O)C(O)C1O)CO3 (stereo not drawn)	1	3	-4	-5	1	-4
COC(=O)C(Cc1c[nH]c2ccccc12)NC(=O)C(Cc1c[nH]c2ccccc12)NC(=O)C(Cc1c[nH]c2ccccc12)NC(=O)OC(C)(C)C (stereo not drawn)	-23	2	10	-17	-2	-4
CC(=O)NC1C(=O)OC(C(O)CO)C1O (stereo not drawn)	31	18	5	9	35	18
COC(=O)[C@H]1CO[C@H]2C/C(C)=C/CC/C(C)=C/CC[C@@]3(C)O[C@@H]3C[C@H]21	14	2	22	9	39	15
O=C1Cc2ccccc2C(=O)N1	23	16	7	22	27	5
COC(=O)C1=NC(=N)N=C(C(=O)OC)C1(C)C(=O)c1ccccc1 (stereo not drawn)	-13	-36	-18	-14	-18	-7
CCNC(=O)NC(=O)C(C)(C)Oc1ccc(Cl)cc1	-8	19	12	10	7	12
O=C(C[n+]1cccc2ccccc21)c1cccc2ccccc12	-14	14	-32	0	2	1
C=CCCC1(C)CCCNC1=S (stereo not drawn)	13	11	9	-4	23	28
Cn1c2c(c3ccccc31)CCCC2	2	5	-17	-15	1	4
O=C(O)/C(=C(/c1ccccc1)c1ccc(Cl)cc1)c1ccccc1	89*	90*	91*	-26&33	90*	90*!
O=c1cc(O)cc(CO)o1	-8	-2	1	6	-10	-21
COc1ccc2c(c1)[nH]c1c(/C=C/c3ccc([N+](=O)[O-])cc3)nccc12	11	0	3	-10	-6	-33
CC12CC3(Br)CC(Br)(C1)CC(CC(=O)O)(C2)C3	-15	6	21	-4	0	-14
OCCN=C1c2ccccc2C2C(c3ccccc31)C1c3ccccc3C(=NCCO)c3ccccc3C21 (stereo not drawn)	47	82*	31	30	37	40
CCN(CC)CCOC(=O)C(C(=O)Nc1ccccc1)c1ccccc1 (stereo not drawn)	11	28	54	22	14	6
S=C(NCN1CCCCC1)NCN1CCCCC1	10	34	-50	9	5	24
Cc1ncc(CO)c(/C=N\OCc2cccc(Cl)c2)c1O	31	9	-2	16	-2	17
NC(=O)C(O)c1ccccc1 (stereo not drawn)	12	3	-16	-7	-1	5
OCC1COc2ccc(Cl)cc2O1 (stereo not drawn) (tested in a mixture with another compound)	-10	5	17	-7	3	7
S=C(NC/C(Br)=C/Br)Nc1cccc2ccccc12	86*	81*	89*	90*	86*	91*
O=[N+]([O-])C1=Cc2cc(Cl)ccc2OC1c1cccc2ccccc12 (stereo not drawn)	80*	76*	87*	88*	84*	85*
CC1OC(OCC2OC(Oc3ccc4c(=O)c(-c5ccc6c(c5)OCO6)coc4c3)C(O)C(O)C2O)C(O)C(O)C1O (stereo not drawn)	15	9	28	3	13	20
Cc1nc2c(cnn2C)c(=O)n1-c1ccccc1Cl	21	17	41	17	12	30
c1cc(C[S+]2CCCC2)ccc1C[S+]1CCCC1	-18	-22	-21	-31	-32	-12
C=CCc1cc(Cl)ccc1O	38	36	61	79*	83*	39
ClCCCCSC1CCCCC1	-6	-25	-3	-9	-5	1
O=C1c2cc(F)ccc2-c2c1cc(F)cc2[N+](=O)[O-]	9	5	-34	-8	-1	4
Cc1ccccc1NC(=S)N1CCOCC1	-5	-6	-69	14	-11	14
CCOC(=O)Cc1c(C)cc(C)cc1C	19	10	3	-6	-10	16
CSc1ccc(OC(=O)Nc2ccc(Cl)c(Cl)c2)cc1C	95*	95*	95*	96*	97*	95*
NC(=O)CSc1cc(Cl)ccc1Cl	-16	1	-62	-8	-2	-5
O=Cc1cccc(OC(=O)Nc2ccccc2)c1	39	1	-18	25	24	17
C[n+]1ccn(S(=O)(=O)[O-])c1	2	-8	1	4	-4	-20
c1nc(N2CCOCC2)c2[nH]cnc2n1	22	17	36	8	12	-6
Nc1nn(CC(O)CO)c(=O)s1 (stereo not drawn)	5	8	12	16	2	8
NC(C(=O)O)c1ccc(C(=O)O)cc1 (stereo not drawn)	31	20	19	16	-6	-8
CCOC1=C/C(=N\Nc2ccc([N+](=O)[O-])cc2)CCC1	23	42	30	38	49	95*
CC(C)CNC(=O)C(=O)NCC(C)C	-5	-2	-42	-10	-2	-21
CCOC(=O)C1CC(=O)N(Cc2ccccc2)C(=O)N1 (stereo not drawn)	-11	-4	-17	2	-18	22
COC1OC(CCl)C(Cl)C(OC)C1OC (stereo not drawn)	-9	14	-2	-1	6	-2
CC(CC(C)C(=O)O)C(=O)O (stereo not drawn)	-14	3	0	-28	-24	-48
C=CCC(N)C(=O)O (stereo not drawn)	-1&-12	-3&-2	2&14	-4&-21	-2&5	8&-11

In the list so far, these have a COOH group.
SMILES	yeast rad50	mlh1 rad18	cln2 rad14	yeast mec2-1	yeast sgs1 mgt1	bub3
O=C(O)/C(=C(/c1ccccc1)c1ccc(Cl)cc1)c1ccccc1	89*	90*	91*	-26&33	90*	90*!
CC12CC3(Br)CC(Br)(C1)CC(CC(=O)O)(C2)C3	-15	6	21	-4	0	-14
NC(C(=O)O)c1ccc(C(=O)O)cc1 (stereo not drawn)	31	20	19	16	-6	-8
CC(CC(C)C(=O)O)C(=O)O (stereo not drawn)	-14	3	0	-28	-24	-48
C=CCC(N)C(=O)O (stereo not drawn)	-1&-12	-3&-2	2&14	-4&-21	-2&5	8&-11

The list goes on.
SMILES	yeast rad50	mlh1 rad18	cln2 rad14	yeast mec2-1	yeast sgs1 mgt1	bub3
CC(C)COC(=O)c1cc(O)[nH]c(=O)c1	-20	-7	-40	-8	2	-16
C=CCC(OC(=O)CC)c1ccc2c(c1)OCO2 (stereo not drawn)	7	-12	4	-12	5	9
CCOC(=O)c1cnc2cc3c(cc2c1Nc1cccc(C)c1)OCO3	-10	-6	-58	-5	-6	-1
COc1ccc2nc(-c3ccc(F)cc3)cc(C(=O)O)c2c1	-5	17	17	-15	10	10
CCCCCCCC(=O)OCC1OC(n2cc(F)c(=O)[nH]c2=O)C(NC(=O)OCc2ccccc2)C(OC(=O)CCCCCCC)C1O (stereo not drawn)	20	38	14	4	13	0
O=C1NC(N2CCN(c3ccccc3)CC2)=NC2CCCCC12 (stereo not drawn)	6	10	-1	2	-6	2
CCOC(=O)C(C(C)=O)C(c1ccc(N(C)C)cc1)C(C(C)=O)C(=O)OCC (stereo not drawn)	9	9	-6	-7	8	-4
Cc1ccc(CCC2=CCCc3c2ccc2ccccc32)cc1	11	17	17	6	33	34
C1CCC(OC2CCCCO2)OC1 (stereo not drawn)	70*	66	65	21	62	77*
COc1cccc2c1C(=O)c1c(O)c3c(c(O)c1C2=O)CC(O)(C(O)CO)CC3OC1CC(N2CCOCC2)C(O)C(C)O1 (stereo not drawn)	57	91*	91*	91*	92*	93*
COC1CC(OC(=O)c2ccccc2)C(OC(=O)c2ccccc2)C(C)O1 (stereo not drawn)	9	2	-16	6	8	84*
COC1=CCC2=C(CCO2)C1	5	1	-18	0	-7	-7
CC(=O)C1C(=O)CC(/C=C/c2ccccc2)CC1=O (stereo not drawn)	-55	30	-38	11	21	35
O=NN(CCCl)C(=O)NC1c2cc(Cl)ccc2-c2c(Cl)cc(Cl)cc21 (stereo not drawn)	84*	87*	49	59	74*	23
CCOc1ccccc1N1CCN(CC(O)CSc2ccccc2)CC1 (stereo not drawn)	1	-3	-34	-9	-6	5
CCCCCCCC/C=C\CCCCCCCC(=O)OCCN(CCOC(=O)CCCCCCC/C=C\CCCCCCCC)C(=O)c1ccccc1	-13	-3	-20	-1	-18	-10
O=C(O)c1ccc(OC(F)(F)C(F)Cl)cc1 (stereo not drawn)	-3	3	2	-11	22	18
Cn1cnc([N+](=O)[O-])c1Sc1ccncc1S(N)(=O)=O	-6	-9	2	-14	0	6
CCCCCC#CCN(C(C)C)C(C)C	3	3	-5	2	-6	-9
CCOP(=O)(O)C1CC2C3CC=C4CC(O)CCC4(C)C3CCC2(C)C1C(C)=O (stereo not drawn)	16	4	-14	-3	-1	-2
CN(C)CCC(C#N)(c1ccccc1)C1CCCCC1 (stereo not drawn)	8	-17	-14	6	4	-7
CC(C)(C)C(=O)ON1N=NC2C3CC(OCc4ccccc4)(OCc4ccccc4)C(O3)C21 (stereo not drawn)	61	31	27	24	23	3
O=C1/C(=N\S(=O)(=O)c2ccccc2)C([n+]2ccc(Cc3ccccc3)cc2)=C([O-])c2ccccc21	16	61	9	11	18	34
CCCCOC(=O)C(=O)/C(=C\n1c(=S)[nH]c2cc(C)ccc21)C(=O)C=C(C)C	-16	-28	-22	-22	3	-11
CCCCCNC(=O)c1ccc([N+](=O)[O-])cc1	7	14	5	-2	4	-1
COC1CC(OC2C(C)OC(OC3C(C)OC(OC4C(C)OC(O[C@H]5CC[C@@]6(C)C(=CC[C@]7(O)[C@@H]6C[C@@H](OC(=O)/C=C/c6ccccc6)[C@@]6(C)[C@]7(O)CC[C@@]6(O)C(C)=O)C5)CC4OC)CC3OC)CC2OC)OC(C)C1O (stereo partly drawn)	31	-28	26	19	5	7
CCNC(=O)NCN1CCOCC1	26	9	9	0	17	0
CC#CCOCC1CO1 (stereo not drawn)	12	7	6	18	-4	10
O=[N+]([O-])c1ccc(N=Cc2ccc(Cl)cc2)cc1	5&0	-3&-4	-40&0	5&-6	-2&-23	8&6
CCN(CC)CCCC#CCN1CCCC1	-8	-7	4	-34	-10	-34
CCC[CH2][Sn]1([CH2]CCC)[O]CC([CH2][Sn]([c]2ccccc2)([c]2ccccc2)[c]2ccccc2)[O]1 (stereo not drawn)	90*	89*	92*	92*	91*	91*
CN(C)CCNc1cccc2oc3ccc(O)cc3c(=O)c12	8	7	-2	-5	10	-5
COC(=O)c1ccccc1C	-5	-2	3	11	-13	-38
CCOC(=O)c1ccc(NC(=S)NC(=O)c2cccs2)o1	43	63	36	50	39	31

A second format for some results above.
| SMILES | yeast rad50 | mlh1 rad18 | cln2 rad14 | yeast mec2-1 | yeast sgs1 mgt1 | bub3 |
| --- | --- | --- | --- | --- | --- | --- |
| C1CCC(OC2CCCCO2)OC1 (stereo not drawn) | 70* | 66 | 65 | 21 | 62 | 77* |
| COc1cccc2c1C(=O)c1c(O)c3c(c(O)c1C2=O)CC(O)(C(O)CO)CC3OC1CC(N2CCOCC2)C(O)C(C)O1 (stereo not drawn) | 57 | 91* | 91* | 91* | 92* | 93* |
| COC1CC(OC(=O)c2ccccc2)C(OC(=O)c2ccccc2)C(C)O1 (stereo not drawn) | 9 | 2 | -16 | 6 | 8 | 84* |
| COC1=CCC2=C(CCO2)C1 | 5 | 1 | -18 | 0 | -7 | -7 |
| CC(=O)C1C(=O)CC(/C=C/c2ccccc2)CC1=O (stereo not drawn) | -55 | 30 | -38 | 11 | 21 | 35 |
